FECH inh – human FECH heme synthesis enzyme inhibition | purified FECH, Ni-mesoporphyrin absorbance 550 nm | calls only at 10 µM (by protocol) | P22830 | 20,000 compounds, 3.3% hits;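 active = enzyme reaction rate more than 3 SD below the solvent-only control wells on the same plate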;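 note: lower slope than DMSO wells means FECH inhibition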
Target sequence (P22830 whole entry, looked up): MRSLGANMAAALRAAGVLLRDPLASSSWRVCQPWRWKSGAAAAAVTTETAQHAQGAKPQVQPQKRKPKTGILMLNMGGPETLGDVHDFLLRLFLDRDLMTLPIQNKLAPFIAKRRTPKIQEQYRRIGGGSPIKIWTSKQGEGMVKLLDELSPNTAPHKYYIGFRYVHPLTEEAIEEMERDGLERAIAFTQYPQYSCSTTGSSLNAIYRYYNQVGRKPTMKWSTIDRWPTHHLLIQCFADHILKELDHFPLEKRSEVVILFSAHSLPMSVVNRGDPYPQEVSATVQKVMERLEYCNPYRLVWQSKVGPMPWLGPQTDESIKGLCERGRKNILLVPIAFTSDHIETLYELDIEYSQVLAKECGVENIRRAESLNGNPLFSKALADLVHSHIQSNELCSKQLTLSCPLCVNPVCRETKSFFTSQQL
Calls only.

For Cc1ccc(N2C(=O)CCS2(=O)=O)cc1S(=O)(=O)Nc1cccc(Cl)c1C the results were FECH inh inactive.
For CC(C)Cc1ccc(S(=O)(=O)NCCn2c(-c3ccccc3)nc3cccnc32)cc1 the results were FECH inh inactive.
`CCC(=O)Nc1ccccc1-c1nnc(SC(CC)C(=O)Nc2ccc(OC)cc2)[nH]c1=O` (stereo unspecified) gave FECH inh inactive.
Cc1ccc(Cl)c(CN2CCC(Cc3nnc(CO)n3C)CC2)c1F was read as FECH inh active.
For O=C(CC1CCc2ccccc21)Nc1ccccc1-c1nn[nH]n1 (stereo unspecified) the results were FECH inh inactive.
CC(=O)N1CCC(N(C)Cc2cc(C(C)(C)C)n[nH]2)CC1 was read as FECH inh inactive.
O=C(CCN1CCC(O)(c2ccc(Cl)cc2)CC1)NCc1ccco1 was read as FECH inh inactive.
For CCN(Cc1noc(C)n1)C(=O)c1cc(COc2cc(C)ccc2C)on1 the results were FECH inh inactive.
CC(O)CNc1nc(Nc2ccc(Cl)cc2)c2cnn(-c3ccccc3)c2n1 (stereo unspecified) was read as FECH inh inactive.
`CCCc1c(C)nc2ncnn2c1Sc1ccc(NC(=O)Cc2ccc(OC)cc2)cc1` gave FECH inh inactive.
For COc1ccc(-c2cc(N3CCN(S(=O)(=O)c4ccccc4)CC3)ncn2)cc1 the results were FECH inh inactive.
For COc1ccc(CCn2ccnc2-c2coc(C)n2)cc1OC the results were FECH inh inactive.
`O=C(Nc1ccc(Br)cc1F)N1CCC(n2cnc3cccnc32)CC1` gave FECH inh active.
Screening CNC(=O)[C@@H]1C[C@@H](N)CN1Cc1cc(C)n(-c2cc(C)ccn2)c1C returned FECH inh inactive.
`COc1cccc(N2CC(NC(=O)c3ccc4c(c3)OCO4)CC2=O)c1` (stereo unspecified) gave FECH inh inactive.
For Cc1cc(C)c(CNCCS(=O)(=O)N2CCCC2)c(C)c1CO the results were FECH inh inactive.
For COCCc1noc(-c2ccc(-c3cccc4c3OCC4)nc2)n1 the results were FECH inh inactive.
Screening CCc1ncn(Cc2nc(-c3cc(OC)ccc3F)oc2C)n1 returned FECH inh inactive.
For Cc1ccccc1-c1ncc(CN2CCC3(CC2)CNC(=O)C3)s1 the results were FECH inh inactive.
`Cc1cccc(-c2ccc(N3CCC(C(=O)NCC4CCCO4)CC3)nn2)c1` (stereo unspecified) gave FECH inh inactive.
`Cc1nc(CC(=O)N2CCn3c(C(N)=O)cnc3C2)c(C)s1` gave FECH inh inactive.
`Cc1cccc(-n2nc(CC(C)C)nc2-c2ccnc(-n3cnnc3)c2)c1` gave FECH inh inactive.
For COc1ccc(C2C=C(c3ccc(Cl)cc3)Nc3nc(NC(=O)CCCC(=O)O)nn32)cc1 (stereo unspecified) the results were FECH inh inactive.
CCCCNC(=O)c1ccc(Cn2c(=O)c3cc(OC)c(OC)cc3n(CC(N)=O)c2=O)cc1 was read as FECH inh inactive.
Screening Cc1ccc(CNc2ccc(C(=O)NCc3cnc(C)cn3)cc2)cc1 returned FECH inh inactive.
COc1ccc(OC)c(S(=O)(=O)N2CCN(c3cc(-c4ccc(F)cc4)ncn3)CC2)c1 was read as FECH inh inactive.
O[C@@H]1CN(c2ncccn2)CC[C@H]1N1CCN(CCc2ccccc2)CC1 was read as FECH inh inactive.
For CN1C(=O)C(CCC(=O)NCc2ccno2)(Cc2ccccc2)c2ccccc21 (stereo unspecified) the results were FECH inh inactive.
For Cc1nc(C2CCNCC2)cc(N(C)CCc2noc(C(C)C)n2)n1 the results were FECH inh inactive.
`COc1ccc(NC(=O)c2cccn2-c2nnc(N3CCCCC3)s2)cc1` gave FECH inh inactive.

Among those listed so far, these contain an aryl thioether with sulfur outside any ring:
`CCC(=O)Nc1ccccc1-c1nnc(SC(CC)C(=O)Nc2ccc(OC)cc2)[nH]c1=O` (stereo unspecified) gave FECH inh inactive.
`CCCc1c(C)nc2ncnn2c1Sc1ccc(NC(=O)Cc2ccc(OC)cc2)cc1` gave FECH inh inactive.

Following part
For COc1ccccc1C(=O)Nc1cc(Cl)ccc1OCc1cc(=O)n2oc(C)cc2n1 the results were FECH inh inactive.
CCOC(=O)Cn1c(=O)n(-c2ccc(F)cc2)c2nc(-c3cccc(Cl)c3)nc(C(N)=O)c21 was read as FECH inh inactive.
For O=C(NC12C[C@H]3C[C@@H](C1)CC(n1ncnn1)(C3)C2)c1cn2ccsc2n1 the results were FECH inh inactive.
For CC(C)c1cc(C(=O)N2CCC(c3cc(-c4ccco4)n[nH]3)CC2)n(C)n1 the results were FECH inh inactive.
For COc1ccc(N2C(=O)CCS2(=O)=O)cc1S(=O)(=O)NCc1ccco1 the results were FECH inh inactive.
`Cn1cnnc1Sc1ccc(-c2nccn2Cc2ccco2)o1` gave FECH inh inactive.
Cc1cc2c3c([nH]c2cc1S(=O)(=O)Nc1ccc(S(N)(=O)=O)cc1)CC(C)(C)CC3=O was read as FECH inh inactive.
Screening CCc1[nH]c2c(CNS(=O)(=O)c3cn(C)c(C)n3)cc(C)cc2c1C returned FECH inh inactive.
For Cc1ccc(C2=CC(c3ccc(Cl)cc3)n3nc(NC(=O)c4ccco4)nc3N2)cc1 (stereo unspecified) the results were FECH inh active.
For O=C(Nc1ccccn1)C1CCN(c2ccc(-c3cccs3)nn2)CC1 the results were FECH inh inactive.
CN1C(=O)C(CC(=O)NCCN2CCc3ccccc32)N(C)C1=O (stereo unspecified) was read as FECH inh inactive.
`Cc1ccc2[nH]c(=O)cc(C(=O)NC3CC(=O)N(CC4CCCCC4)C3)c2c1` (stereo unspecified) gave FECH inh inactive.
`CNC(=O)C1CCC(Cn2c(=O)c3sccc3n(CC(=O)NCCCc3ccccc3)c2=O)CC1` (stereo unspecified) gave FECH inh inactive.
Screening Cc1cc(CNC(=O)c2ccc(-n3cnnn3)cc2)c2[nH]c(C)c(C)c2c1 returned FECH inh inactive.
`O=C1CC[C@@H](CN(Cc2cccnc2)Cc2ncc[nH]2)N1` gave FECH inh inactive.
For CN(Cc1ncc[nH]1)Cc1ccccc1CN1CCCC1 the results were FECH inh inactive.
COC(=O)[C@H]1C[C@@H](O)CCN1C(=O)c1c(-c2ccccc2)noc1C was read as FECH inh inactive.
For Cc1cnc(CNC(=O)c2ccc(CC3CCCNC3)cc2)cn1 (stereo unspecified) the results were FECH inh inactive.
`Cc1cc2c3c([nH]c2cc1S(=O)(=O)NCCc1ccc(S(N)(=O)=O)cc1)CC(C)(C)CC3=O` gave FECH inh inactive.
`COc1ccc(Nc2cc(C)nc(N3CCN(S(=O)(=O)c4cc(C)ccc4OC)CC3)n2)cc1` gave FECH inh inactive.
For CCn1c(CC2CCNCC2)nn(Cc2cc(C(C)C)on2)c1=O the results were FECH inh inactive.
For COc1cccc(C(=O)Nc2ccc(C)c(OCc3cc(=O)n4cccc(C)c4n3)c2)c1 the results were FECH inh inactive.
`Cc1cccn2cc(C(=O)N3CCCn4cncc4C3)nc12` gave FECH inh inactive.
CN(Cc1n[nH]c2c1CCCCC2)C(=O)c1ccc(-n2cnnn2)cc1 was read as FECH inh inactive.
`CCCN1CCC(Cc2noc(-c3cccnc3OC)n2)CC1` gave FECH inh inactive.
Screening CCc1oc(-c2nn3c(C4CC4)nnc3s2)cc1CN(CC)CC returned FECH inh inactive.
CS(=O)(=O)c1ccc(-c2nccc(N3CCC(O)CC3)n2)cc1 was read as FECH inh inactive.
COc1ccc2c(c1)c(C(=O)NCCSc1nnnn1C)c(C)n2C was read as FECH inh inactive.
Screening O=C(C[C@@H]1C[C@@H]2C=C[C@H]1C2)NCc1ccccc1-n1cncn1 returned FECH inh inactive.
For FC1(F)Oc2cccc(-c3nccn3CCCn3ccnc3)c2O1 the results were FECH inh inactive.
For COc1nc(C)cc(C)c1CNC(C)C(=O)Nc1ccc(C)cc1 (stereo unspecified) the results were FECH inh inactive.
Screening CN(CC1Cc2ccccc2O1)c1nc(C2CCCC2)nc2c1CNC2 (stereo unspecified) returned FECH inh inactive.
Cn1c(=O)n(Cc2ccncc2)c(=O)c2cnc(-c3cccnc3)nc21 was read as FECH inh inactive.
`CC(NC(=O)c1coc2c1C(=O)CCC2)c1cn2ccsc2n1` (stereo unspecified) gave FECH inh inactive.
O=C(CCC(=O)N1CCc2cc(S(=O)(=O)N3CCCCC3)ccc21)N1CCOCC1 was read as FECH inh inactive.
For Cc1cccnc1CC(C)NC(=O)c1cn[nH]c1-c1ccccc1 (stereo unspecified) the results were FECH inh inactive.
`CS(=O)(=O)c1ccc(-c2nc3c(cc2C(N)=O)CCC3)cc1` gave FECH inh inactive.
For O=C1CN(CC2(O)CCCN(CCc3ccccc3)C2=O)CCCN1 (stereo unspecified) the results were FECH inh inactive.
O=C(Cc1ccc(Cl)cc1)NC1CC(=O)N(c2ccc(F)cc2)C1 (stereo unspecified) was read as FECH inh inactive.
`CCc1ccnc(NC(=O)c2cccc(CN3CC[C@H](O)C3)c2)c1` gave FECH inh inactive.
For Cc1nc([C@@H](N)c2ccccc2Cl)n(-c2ccc(F)cc2)n1 the results were FECH inh inactive.
CCN(Cc1ccncc1)C1CCCN(C(=O)C(C)(C)c2ccccc2)C1 (stereo unspecified) was read as FECH inh inactive.
CC(C)Cn1nc(C(=O)O)c2c1CCC(N1CCOc3ccccc3C1)C2 (stereo unspecified) was read as FECH inh inactive.
For CCCn1ccnc1CN1CCC(O)(c2ccc3nc(C)ccc3c2)CC1 the results were FECH inh inactive.
For CN1CCN(c2ccc(-c3ccccc3)nn2)CC1C(=O)O (stereo unspecified) the results were FECH inh inactive.
Screening C[C@H](C(N)=O)n1cnc(-c2ccccc2)c1-c1cccn1-c1ccccn1 returned FECH inh inactive.
CCC#CCn1nc(C2CCNCC2)n(Cc2ccccc2)c1=O was read as FECH inh inactive.
`Fc1ccccc1-c1nccn1Cc1ccccc1-n1ccnc1` gave FECH inh inactive.
`CCOc1ccc(CNC(=O)c2cccn2-c2nnc(N3CCCCC3)s2)cc1OC` gave FECH inh inactive.
For CCn1c(CNS(=O)(=O)c2ccc(NC(C)=O)cc2)nc2cccnc21 the results were FECH inh inactive.
For Cc1nc(CN2CCN(CCC(=O)Nc3nccs3)CC2)no1 the results were FECH inh inactive.
For CCc1ccc(CN(C)Cc2cnc3c(-c4ccccc4)cnn3c2)nc1 the results were FECH inh inactive.
For CCc1ccc(CNC(=O)c2nc(N3CCCC3)c3oc4ccccc4c3n2)cc1 the results were FECH inh inactive.
For COC(=O)c1ccc(C(=O)OC)c(NC(=O)N2CCN(Cc3nc4cccnc4n3-c3ccccc3)CC2)c1 the results were FECH inh inactive.
Screening COC(=O)c1sccc1S(N)(=O)=O returned FECH inh inactive.
For O=S(=O)(c1ccc(Cl)s1)N1CCN(Cc2nc3cccnc3n2-c2ccccc2)CC1 the results were FECH inh inactive.
Screening CCNC(=O)[C@@H]1C[C@H](N)CN1C1CCN(c2cccc(C)c2C)CC1 returned FECH inh inactive.
`O=C(O)c1ccccc1-c1c(-c2ccccc2)ncn1CC1COCCO1` (stereo unspecified) gave FECH inh inactive.
O=C(Cn1ccnc1)N1CCOc2c(O)cc(-c3cccc(Cl)c3)cc2C1 was read as FECH inh inactive.
For COCCNc1nc(Nc2ccc(C)c(C)c2)c2cnn(-c3ccccc3)c2n1 the results were FECH inh inactive.
O=C(c1ccc(-c2ccccc2Cl)o1)N1CCC(n2ccnc2)C1 (stereo unspecified) was read as FECH inh inactive.
CN1CCCn2nc(C(=O)NCc3ccccc3-n3ccnc3)cc2C1 was read as FECH inh inactive.
O=C(NCc1ccccc1Cl)c1nc(N2CCOCC2)c2oc3ccccc3c2n1 was read as FECH inh inactive.
Screening CCSc1nc(CC(=O)NCc2c(F)cccc2F)cs1 returned FECH inh inactive.
`CN(Cc1ccccc1)Cc1cc(C(=O)NC2C=CS(=O)(=O)C2)no1` (stereo unspecified) gave FECH inh inactive.
For Cc1oc(-c2cccc(Cl)c2)nc1CSc1nc(-c2cccc(Cl)c2)cc(=O)[nH]1 the results were FECH inh inactive.
`CN(Cc1csc(-c2ccccc2)n1)C(=O)c1c(O)cccc1O` gave FECH inh inactive.
Nc1nc(NCc2ccccc2)nc(-c2ccccc2CO)n1 was read as FECH inh inactive.
For Cc1ccc(C)c(C(NC(=O)c2cc(C)nc(N)n2)c2cccnc2)c1 (stereo unspecified) the results were FECH inh inactive.
`CCC(C)N(Cc1ccncc1)C(=O)c1nn(C)c2ccccc12` (stereo unspecified) gave FECH inh inactive.
For Cc1ccc(N2C(=O)CCS2(=O)=O)cc1S(=O)(=O)N1CCCc2ccccc21 the results were FECH inh inactive.
For COc1ccccc1CNc1nc(Nc2ccc(Cl)cc2)c2cnn(-c3ccccc3)c2n1 the results were FECH inh inactive.
O=C(CSCc1ccccc1Cl)NCc1ccsc1 was read as FECH inh inactive.
Screening O=C(CSc1nc(-c2cccc(Cl)c2)nc2cc(=O)[nH]n12)Nc1ccc2c(c1)OCO2 returned FECH inh inactive.
Screening CCn1ccnc1CN1CCc2[nH]cnc2C1c1cccn1-c1ncccn1 (stereo unspecified) returned FECH inh inactive.
For Cc1ccc(-c2cc(C(=O)NCc3nnc4n3CCC4)n[nH]2)s1 the results were FECH inh inactive.
`Cc1sc2ncnc(Nc3ccc(F)cc3F)c2c1S(=O)(=O)N1CCCCC1` gave FECH inh inactive.

Filtered by structure: the compounds so far containing fluorine.
Cc1ccc(Cl)c(CN2CCC(Cc3nnc(CO)n3C)CC2)c1F was read as FECH inh active.
`O=C(Nc1ccc(Br)cc1F)N1CCC(n2cnc3cccnc32)CC1` gave FECH inh active.
Screening CCc1ncn(Cc2nc(-c3cc(OC)ccc3F)oc2C)n1 returned FECH inh inactive.
COc1ccc(OC)c(S(=O)(=O)N2CCN(c3cc(-c4ccc(F)cc4)ncn3)CC2)c1 was read as FECH inh inactive.
CCOC(=O)Cn1c(=O)n(-c2ccc(F)cc2)c2nc(-c3cccc(Cl)c3)nc(C(N)=O)c21 was read as FECH inh inactive.
For FC1(F)Oc2cccc(-c3nccn3CCCn3ccnc3)c2O1 the results were FECH inh inactive.
O=C(Cc1ccc(Cl)cc1)NC1CC(=O)N(c2ccc(F)cc2)C1 (stereo unspecified) was read as FECH inh inactive.
For Cc1nc([C@@H](N)c2ccccc2Cl)n(-c2ccc(F)cc2)n1 the results were FECH inh inactive.
`Fc1ccccc1-c1nccn1Cc1ccccc1-n1ccnc1` gave FECH inh inactive.
Screening CCSc1nc(CC(=O)NCc2c(F)cccc2F)cs1 returned FECH inh inactive.
`Cc1sc2ncnc(Nc3ccc(F)cc3F)c2c1S(=O)(=O)N1CCCCC1` gave FECH inh inactive.

High-throughput results from PubChem BioAssay.

Some of the compounds tested; rates above refer to the full screens.
